PAX8 inh HTS: PAX8 transcriptional activity inhibition; RMG-I TPO-luciferase reporter, SteadyGlo, 24 h; inhibition, % at 12.6 µM; 360,000 compounds, 1.2% hits; AID 652154;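 active means mean replicate inhibition at least 60% with every replicate also reaching 60%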;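 further: luciferase light reporting Pax8 driven TPO promoter activity; plate controls were median of neutral control wells for no effect and mitoxantrone controls for full effect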
LGR2 inh: blocks bursicon-induced cAMP signaling via Drosophila LGR2; inhibition, % at 9.99 µM; 380,000 compounds, 0.35% hits; HEK293 LGR2, CRE-luciferase, bursicon-stimulated, 4 h;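 active means drop in luminescence signal, shown as inhibition above about 50% in the replicate tests, limit read from the data, passing the limit was not always enough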;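 further: agonist challenge used bursicon conditioned medium at about half maximal strength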
Cneo AK release: Cryptococcus neoformans lysis via adenylate kinase release. 360,000 compounds, 0.2% hits. lysis activity, % at 15 µM. AID 651654. C. neoformans lysis, adenylate kinase release luminescence, 4 h; normalised: neutral wells 0, clomiphene wells 100;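 active means mean lysis activity across replicates of at least 80%, whatever share of replicates individually reach that level; inactive means mean lysis activity below 80%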
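Material – Cryptococcus neoformans yeast cells · Quantity – 5 × 10^6 yeast cells/mL · Buffer or medium – YPD medium · Compound – single dose · Timing – 4 h static compound exposure, 37 °C, read 1 h post-reagent · Signal – adenylate kinase release luminescence · Read-out basis – lysis from increased AK signal · Benchmarks – Clomiphene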
CASP6 VEID inh: caspase-6 (human) enzyme inhibition; AID 686996; 350,000 compounds, 0.53% hits; purified caspase-6, Z-VEID-R110 cleavage fluorescence; inhibition, % at 12.5 µM;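 active means mean inhibition across replicates at least about 35%, with every replicate also reaching that limit, limit read from the data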;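 further: 0% = median of neutral control wells and 100% = no fluorescence left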
Target sequence (P55212 24-179 limits assumed): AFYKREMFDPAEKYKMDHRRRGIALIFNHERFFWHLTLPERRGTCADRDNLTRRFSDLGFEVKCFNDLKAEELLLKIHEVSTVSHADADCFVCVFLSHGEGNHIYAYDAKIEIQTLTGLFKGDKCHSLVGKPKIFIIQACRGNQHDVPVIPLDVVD
Target sequence (P55212 194-293 limits assumed): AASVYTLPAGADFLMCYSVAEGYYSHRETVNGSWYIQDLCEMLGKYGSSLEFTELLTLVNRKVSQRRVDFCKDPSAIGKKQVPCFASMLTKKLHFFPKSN
EWS-Fli inh: inhibitors of EWS/Fli oncoprotein transcriptional activity; A673 NR0B1-luciferase reporter, viability-normalised; inhibition, % at 12.6 µM; 350,000 compounds, 0.67% hits; AID 651661;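 active means mean inhibition of at least 50% after viability correction, with every replicate also passing that limit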;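 further: firefly luciferase signal divided by Alamar Blue viability fluorescence both relative to DMSO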
miR122 inh: inhibitors of miR-122 in Huh7 cells | 340,000 compounds, 0.3% hits | activation (reporter increase), % at 12.5 µM | Huh7 miR-122 Renilla luciferase sensor, 48 h; neutral wells = 0, positive control = 100;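 active means mean replicate activation score at least 90 and every replicate individually at or above 90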;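 further: higher luciferase means less miR-122 activity so hits act as miR-122 inhibitors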
FN deposition inh: fibronectin deposition inhibition | 350,000 compounds, 0.086% hits | AID 743247 | inhibition, % at 12.6 µM | AH1F fibroblasts, Alexa488-fibronectin deposition fluorescence, overnight;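 active means mean inhibition across replicates of 30% or more, regardless of how many single replicates reach that level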;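 further: positive control wells lacked labelled fibronectin entirely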
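Test system: AH1F fibroblast monolayer depositing Alexa488-labelled fibronectin into matrix. Input: 10000 cells per well. Technique: fluorescence, ex 485 nm, em 525 nm. Buffer or medium: DMEM plus 2% serum, read in PBS. Timing: 1 h cell adhesion before compound, then overnight fibronectin incubation. Compound: single dose, pinned. Read-out basis: inhibition from reduced deposited-fibronectin fluorescence.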
PGC1a acetyl inh: modulators of PGC1a acetylation. AID 651687. inhibition, % at 15.6 µM. 350,000 compounds, 0.17% hits. U2OS PGC1a acetylation, AlphaScreen anti-acetyl-lysine; with virally co-expressed GCN5 acetyltransferase;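 active means every replicate shows inhibition of at least 40%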;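 further: 0% = neutral control wells and 100% = positive control wells; some results beyond the cut were filed as inactive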
* hit, by the source's call; x = not tested or not shown; & = joins results of further samples; [ ] = dose if it differs, or a comment. These rows are one share of the data; rates above refer to the full screens.

SMILES | PAX8 inh HTS | LGR2 inh | Cneo AK release | CASP6 VEID inh | EWS-Fli inh | miR122 inh | FN deposition inh | PGC1a acetyl inh
NC1=NC(c2cccnc2)n2c(nc3ccccc32)N1 (configuration not stated) | -7 | x | x | 4 | 4 | x | 2 | x
CCCCc1cc(=O)oc2cc(OCC(=O)N3C[C@H]4C[C@@H](C3)c3cccc(=O)n3C4)c(Cl)cc12 | x | -8 | 4 | 2 | 2 | 9 | x | -4
Cc1nc2ccccc2c(=O)n1-c1ccc(C(=O)O)cc1 | 8 | 3 | -4 | 3 | -10 | -2 | -5 | 4
COC(=O)c1ccc(C(C(=O)NC2CCCCC2)N(CCN2CCOCC2)C(=O)Cc2cccs2)cc1 (configuration not stated) | 7 | 21 | x | 2 | 4 | x | 5 | 6
C=CCn1c(O)c(C(CC)=NCC2CCCO2)c(=O)[nH]c1=O (configuration not stated) | 10 | x | x | 0 | 8 | x | 5 | 15
CC(C)(C)n1nnnc1C(C1CC1)N1CCC(n2c(=O)[nH]c3ccccc32)CC1 (configuration not stated) | -20 | 5 | -7 | -1 | -11 | -3 | x | -5
CC(O)(CS(=O)(=O)c1cccc(C(F)(F)F)c1)C(=O)Nc1cccc(C(F)(F)F)c1 (configuration not stated) | x | 11 | 6 | x | x | 4 | x | -6
COC(=O)C1=C(c2c(C)noc2C)C[C@@H]2CC[C@H]1N2C(=O)N1CCOCC1 | 4 | 9 | 1 | -1 | 4 | -2 | -8 | 11
COC(=O)C1=C(c2c(C)noc2C)C[C@@H]2CC[C@H]1N2C(=O)NC1Cc2ccccc2C1 | -10 | -1 | -1 | 2 | -9 | 3 | 17 | 2
CCC(=O)c1ccc(OC(=O)N(C)c2ccccc2)cc1 | 7 | 13 | x | 2 | -1 | 9 | 2 | -15
Cn1c(O)c(C=NCc2cccs2)c(=O)n(C)c1=O | x | 2 | 0 | 0 | 9 | 0 | x | -5
CCCCn1nnnc1C(CCSC)N1CCC(n2c(=O)[nH]c3ccccc32)CC1 (configuration not stated) | 17 | 14 | -24 | 50* | -9 | 8 | 2 | 9
CC(C)(C)[C@]1(O)C[C@@H]2OC(=O)C[C@@]23C(=O)O[C@@H]2OC(=O)[C@@H](O)C213 (some centres not stated) | -25 | -8 | -1 | -3 | 1 | 4 | -18 | 9
CCOC(=O)[C@]12Cc3c(cc(OC)c(OC)c3OC)[C@H]1N(C(C)C)C(=O)c1ccccc12 | 6 | 0 | x | 3 | -3 | x | x | x
COc1ccc(O)c(CN2CCCC(C(=O)c3ccccc3SC)C2)c1 (configuration not stated) | -4 | 13 | x | 2 | 2 | x | -2 | x
CC[C@H]1CN(C)C[C@@]2(C(=O)OC)Cc3c([nH]c4ccccc34)C(=O)C[C@@H]12 | x | 2 | -2 | -1 | 8 | -17 | x | 4
Cc1ccc(N2C(=O)NC(=O)C(CCc3ccncc3)(Cc3cccc(Cl)c3Cl)C2=O)cc1 (configuration not stated) | -6 | -6 | -1 | x | x | 1 | 3 | -6
Cc1ccccc1-n1c(C)nc2ccccc2c1=O | 4 | -5 | x | 3 | -6 | x | -2 | x
Clc1ccccc1C1=NCc2nncn2-c2sc(Br)cc21 | 10 | 1 | -2 | 2 | 3 | -7 | -5 | 6
COc1ccc(C(=O)N/N=C/C23CC[C@@H](O)CC2(O)CC[C@@H]2[C@@H]3CCC3(C)C(C4=CC(=O)OC4)CCC23O)cc1 (some centres not stated) | -16 | 17 | x | 21 | 11 | 1 | 1 | 9
Cc1ccccc1CN1CCNCC1 | -2 | -10 | -1 | -3 | 10 | -1 | 2 | x
CC(C)(OOC1(c2ccccc2)NC(=O)c2ccccc21)c1ccccc1 (configuration not stated) | 17 | 20 | x | 0 | 5 | x | 10 | x
COc1ccccc1N1CCN(Cc2ccc(Cl)cc2Cl)CC1 | x | x | -10 | x | x | -2 | 0 | -12
O=C(C(=O)N1CCOCC1)c1cn(Cc2ccccc2F)c2ccccc12 | x | 7 | 2 | 6 | 5 | 62 | -12 | 4
C=CC(C)C(C(=O)c1ccccc1)N(C)C (configuration not stated) | 4 | 1 | x | -4 | -4 | x | -1 | x
O=C(c1cccc(C(F)(F)F)c1)N1C[C@H]2C[C@@H](C1)c1cccc(=O)n1C2 | x | -5 | 8 | 0 | -5 | -3 | x | -8
COC(=O)C1=C(c2ccc(OC(F)(F)F)cc2)C[C@@H]2CC[C@H]1N2C(=O)N1CCC(C)CC1 | 9 | 4 | 0 | -2 | 11 | -1 | 0 | x
CC/C(=N\NC(=O)c1ccccc1)c1c(O)n(Cc2ccccc2)c(=O)[nH]c1=O | 6 | -2 | -1 | 0 | -26 | -6 | 9 | 9
CCC(c1nnnn1-c1ccc(OC)cc1)N1CCC2(CC1)C(=O)NCN2c1ccccc1 (configuration not stated) | -6 | 37 | -28 | 0 | -2 | -3 | 8 | -9
CC(NC(C)(C)C)C(=O)c1cccc(Cl)c1 (configuration not stated) | -1 | -4&-12 | -2 | 5&-3 | -1&-2 | -7 | -8 | 0
O=C1NC2C(=CC(O)C(O)C2O)c2cc3c(cc21)OCO3 (configuration not stated) | 123* | 105* | x | -1 | 56* | -5 | 16 | 85*
COc1ccc2c(c1)NP(=S)(c1ccccc1)N2C (configuration not stated) | -23 | x | -3 | -1 | -34 | x | -12 | 6
C/C=C(\C)C(=O)N[C@@H](c1ccccc1)[C@@H](O)C(=O)O[C@H]1C[C@@]2(O)[C@@H](OC(=O)c3ccccc3)C3[C@](C)(C(=O)[C@H](OC(C)=O)C(=C1C)C2(C)C)[C@H](O)C[C@H]1OC[C@@]31OC(C)=O (some centres not stated) | x | x | 0 | x | 58* | 4 | x | -8
CCOC(=O)C1CCN(C=C2C(=O)N(C)C(=S)N(C)C2=O)CC1 | 11 | -9 | 1 | x | x | -2 | -5 | -1
c1cncc(CNC2=NCCCCC2)c1 | -3 | x | -1 | x | x | x | 12 | -5
C=C(C)CC1(CC)C(=O)NC(=S)NC1=O | -3 | 4 | 4 | -5 | 3 | -7 | 0 | 7
COc1ccc(C#Cc2ccc([C@H]3[C@@H](CO)N4CCCCN(C(=O)Cc5ccccc5)C[C@@H]34)cc2)cc1 | 15 | 16 | 49 | -1 | 11 | -1[16.7 µM] | x | -5
CN=C(SCC(=O)c1cccc(Cl)c1)c1c(O)n(C)c(=O)n(C)c1=O | 10 | -9 | x | -3 | 9 | x | 4 | x
CC(C)OS(C)(=O)=O | x | 15 | 0 | -4 | 0 | 4 | x | 6
CCCCC1(CCCC)C(=O)NC(=Nc2cccc(C)c2)NC1=O | 5 | x | 0 | x | x | 36 | 3 | 1
CCCCCN1C(=O)c2ccccc2[C@@]2(C(=O)OCC)Cc3cc(OC)ccc3[C@@H]12 | 23 | 64* | x | 2 | 23 | x | 7 | x
Cc1ccc(S(=O)(=O)N2CCN(C(=O)COC(=O)Cc3ccccc3)CC2)c(C)c1 | -14 | 21 | 3 | 2 | -11 | x | -2 | x
C[C@]12CC[C@@H](O)CC1=CC(=O)C1C2CC[C@]2(C)C(=O)[C@H](O)CC12 (some centres not stated) | -30 | 3 | -2 | 1 | 7 | -3 | 24 | 0
COC(=O)C1=C(c2cccc(OC)c2OC)C[C@@H]2CC[C@H]1N2C(=O)N1CCOCC1 | 3 | 6 | 1 | -1 | -3 | x | 14 | x
C[C@]12CC[C@@H]3c4ccc(O)c(O)c4CC[C@H]3[C@@H]1CC[C@@H]2O | 30 | 31 | 0 | 5 | 18 | 11 | -13 | -3
CC/C(=N\NC(=S)Nc1ccccc1)c1c(O)[nH]c(=O)[nH]c1=O | -26 | 2 | 2 | 8 | -8 | -5 | -1 | 1
Cc1ccsc1C(=O)C1CCCN(Cc2ccc(-n3cccn3)cc2)C1 (configuration not stated) | 27 | -8 | x | 1 | 5 | x | 1 | -1
c1ccc(CCNCc2cccs2)cc1 | 12 | 10 | 0 | -1 | 5 | 0 | -6 | x

Record cards, as listed above. Values in the order: PAX8 inh HTS | LGR2 inh | Cneo AK release | CASP6 VEID inh | EWS-Fli inh | miR122 inh | FN deposition inh | PGC1a acetyl inh
Results for O=C(c1cccc(C(F)(F)F)c1)N1C[C@H]2C[C@@H](C1)c1cccc(=O)n1C2 → x | -5 | 8 | 0 | -5 | -3 | x | -8
Results for CCOC(=O)C1CCN(C=C2C(=O)N(C)C(=S)N(C)C2=O)CC1 → 11 | -9 | 1 | x | x | -2 | -5 | -1
Results for COC(=O)C1=C(c2c(C)noc2C)C[C@@H]2CC[C@H]1N2C(=O)N1CCOCC1 → 4 | 9 | 1 | -1 | 4 | -2 | -8 | 11
Results for COc1ccc(C(=O)N/N=C/C23CC[C@@H](O)CC2(O)CC[C@@H]2[C@@H]3CCC3(C)C(C4=CC(=O)OC4)CCC23O)cc1 (some centres not stated) → -16 | 17 | x | 21 | 11 | 1 | 1 | 9

(list continues)
SMILES | PAX8 inh HTS | LGR2 inh | Cneo AK release | CASP6 VEID inh | EWS-Fli inh | miR122 inh | FN deposition inh | PGC1a acetyl inh
CCN(CC)c1ccc(/C=C2/C(=O)NC(=O)N(CC3CCCO3)C2=O)cc1 (configuration not stated) | x | x | 1 | x | x | -8 | -6 | -16
CC(=O)O[C@]1(c2ccccc2)CCN(C)[C@H]2CCCC[C@@H]21 | -21 | x | -1 | x | x | -1 | 0 | 1
CN1CCc2cccc(Cl)c2CC1 | 4 | 5 | 0 | 2 | -11 | 2 | 0 | 4
Cc1sc2nc(COC(=O)Cc3ccccc3)[nH]c(=O)c2c1C | -6 | x | -1 | x | x | -20 | -3 | -2
CCC(=O)N1CC(=O)Nc2ccc(Br)cc2C1c1ccccc1 (configuration not stated) | 11 | -1 | 0 | 0 | 12 | -1 | 9 | -1
C=CCC1C(=O)NC(=S)NC1=O | 9 | x | x | 3 | -8 | 4 | 8 | -6
COc1ccccc1CCNCc1ccc(OC)c(OC)c1OC | 8 | 1 | x | 0 | 2 | x | x | -5
Fc1ccc(CNCCc2ccccc2)cc1 | -5 | 12 | x | 1 | 2 | x | -2 | x
CSc1nnc(C2CCNCC2)n1C | 17 | x | 2 | x | x | 2 | 3 | 7
O=C(Cc1ccc(Cl)c(Cl)c1)NCC1(N2CCOCC2)CCCCC1 | 0 | 13 | x | -2 | 2 | x | 2 | x
C[C@@H]1CN(C2CCC(C#N)(c3ccc(F)cc3)CC2)CC[C@]1(C(=O)O)c1ccccc1 (some centres not stated) | -28 | x | 0 | x | 7 | -1 | 1 | 2
COc1ccc(/C=C2/C(=O)N(Cc3ccco3)C(=O)N(C(C)C)C2=O)cc1 | -11 | 15 | x | 78* | -4 | x | x | x
CSc1ncc(Br)c(N2CC2)n1 | 0 | -10 | 1 | -4 | 5 | 4 | -4 | -6
Cc1ccnc(-n2c(C)nc3ccccc3c2=O)c1 | x | x | 2 | x | x | -1 | -3 | 4
CCCCCCN=Cc1c(O)n(C)c(=O)n(C)c1=O | 6 | x | 1 | x | x | 4 | -8 | 2
CCc1ccc(-n2c(O)c(/C=N/N3CCCCC3c3cccnc3)c(=O)[nH]c2=O)cc1 (configuration not stated) | -10 | 24 | x | -4 | 5 | x | 3 | x
Cc1ccccc1-n1c(-c2ccoc2)nc2ccccc2c1=O | -3 | 0 | x | 0 | 8 | x | 3 | 2
CCOC(=O)c1c(C)[nH]c(C)c1C(=O)C(Cc1ccccc1)N(C)C (configuration not stated) | 28 | 0 | 1 | -1 | -8 | -5 | 8 | -6

From PubChem
